HRas wt GTP bind: modulators of GTP binding to human HRas wildtype; P01112; GST-Ras wt beads, Bodipy-FL-GTP binding, flow cytometry; actives lie on both sides; GTP binding activity, % at 10 µM; 190,000 tested, 0.14% active; AID 759;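 active = GTP binding activity at least 20% away from the 100% baseline, either lowered as inhibitor or raised as activator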;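 also: 0% = unlabeled GTP competition control and 100% = no-compound control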
Target sequence (P01112 whole entry, looked up): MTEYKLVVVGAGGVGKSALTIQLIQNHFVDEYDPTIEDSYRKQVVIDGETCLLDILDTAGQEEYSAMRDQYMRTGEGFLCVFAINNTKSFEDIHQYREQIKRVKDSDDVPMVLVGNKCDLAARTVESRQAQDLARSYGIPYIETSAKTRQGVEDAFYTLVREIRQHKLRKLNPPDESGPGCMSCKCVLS
Avidin fluor: compound fluoresces at 488/530 nm on avidin beads; compound fluorescence 488/530 nm, flow cytometry; active compounds read high; fluorescence (KMESF) at 10 µM; 220,000 tested, 0.38% active; AID 1775; in the data active = fluorescence above about 47; also: inactives centre near 10
Cdc42 wt GTP: changes GTP binding to wildtype human Cdc42. P60953. GST-Cdc42 beads, Bodipy-GTP binding, flow cytometry; actives lie on both sides. percent activity (GTP binding), % at 10 µM. 190,000 tested, 0.2% active;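 active = percent activity GTP binding at least 20 points away from the 100% baseline, either down as inhibitor or up as activator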;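 also: median bead fluorescence of bound Bodipy-FL-GTP at 100 nM; 0% = excess unlabeled GTP control and 100% = no compound control; below 100% means less GTP binding so inhibitor and above means activator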
Target sequence (P60953 whole entry, looked up): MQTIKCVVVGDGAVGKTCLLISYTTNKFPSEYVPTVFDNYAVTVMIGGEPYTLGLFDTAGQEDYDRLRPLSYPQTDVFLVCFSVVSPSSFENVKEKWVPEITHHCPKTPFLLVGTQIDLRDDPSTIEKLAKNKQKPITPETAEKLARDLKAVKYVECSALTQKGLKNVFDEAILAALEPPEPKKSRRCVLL
Rab7 wt GTP bind: modulators of GTP binding to dog Rab7 wildtype GTPase. GTP binding activity (percent of control), % at 10 µM. AID 758. GST-Rab7 beads, fluorescent GTP binding, flow cytometry; actives lie on both sides; untreated = 100%, excess cold GTP = 0%. 190,000 tested, 0.055% active;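 active = fluorescent GTP binding to Rab7 beads changed by at least 20 points from the 100% baseline, either direction, mostly lower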;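 also: median green fluorescence of bound Bodipy-FL-GTP per Rab7 bead population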
Mcl1 Noxa PPI: Mcl-1/Noxa interaction inhibition. Q07820. TR-FRET Mcl-1/Noxa peptide binding, 2 h. inhibition, % at 21.7 µM. 220,000 tested, 1.5% active;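 active = compounds that cut the protein-peptide binding signal by more than 50% relative to plate controls in a single-dose test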;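 also: His-tagged Mcl-1 with rhodamine Noxa BH3 peptide and terbium anti-His antibody; 0% = Mcl-1 plus Noxa peptide wells and 100% = peptide-only wells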
Target sequence (Q07820 whole entry, looked up): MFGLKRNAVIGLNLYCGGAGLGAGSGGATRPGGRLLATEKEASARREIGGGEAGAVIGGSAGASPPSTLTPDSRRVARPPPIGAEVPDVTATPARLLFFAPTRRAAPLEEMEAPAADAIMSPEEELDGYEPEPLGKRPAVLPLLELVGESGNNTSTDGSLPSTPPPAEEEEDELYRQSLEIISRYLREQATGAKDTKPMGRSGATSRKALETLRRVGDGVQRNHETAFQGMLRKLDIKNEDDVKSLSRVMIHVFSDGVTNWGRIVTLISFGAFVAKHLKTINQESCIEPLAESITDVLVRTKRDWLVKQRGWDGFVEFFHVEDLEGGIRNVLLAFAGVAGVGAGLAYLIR
Rab2 wt GTP: changes GTP binding to wildtype dog Rab2A, up or down; P61105; GST-Rab2 wt beads, Bodipy-GTP binding, flow cytometry; GTP binding activity, % at 10 µM; 190,000 tested, 0.19% active; AID 760;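 active = GTP binding activity at least 20 points away from 100%, either lowered or raised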;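 also: 0% = beads with excess unlabeled GTP and 100% = no-compound control corrected for plate trend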
Mcl-1 Bim block: inhibitors of Bim-Mcl-1 interaction, human. Bead-based flow cytometry, Bim peptide-Mcl-1 binding. inhibition, % at 10 µM. 190,000 tested, 0.1% active; in the data active = inhibition above about 40%;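 also: 0% = no compound tracer wells and 100% = peptide blocker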
Mcl1-Bid inh: disrupts binding of human Mcl-1 to Bid peptide; inhibition, % at 21.7 µM; TR-FRET Mcl-1/Bid-Dy647 peptide binding, 1536-well; AID 1021; 220,000 tested, 0.97% active; Q07820;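 active = compounds that cut the binding signal by more than half at the single screening dose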;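 also: His-tagged Mcl-1 with europium anti-His antibody binding Bid BH3 peptide; 0% = Mcl-1 plus peptide wells and 100% = peptide-only wells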
Rac1 wt modul: alters GTP binding to wildtype human Rac1; GTP binding activity (% of control), % at 10 µM; AID 757; GST-Rac1 beads, fluorescent GTP binding, flow cytometry; actives lie on both sides; 0 = cold GTP competed, 100 = untreated; 190,000 tested, 0.27% active;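 active = GTP binding activity at least 20 points away from the 100% control level, either lower or higher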
Rac1 mut GTP: modulators of GTP binding to human Rac1 activated mutant. GST-Rac1 activated beads, fluorescent GTP binding, flow cytometry; actives lie on both sides; 100% means binding = to untreated wells. percent activity (GTP binding), % at 10 µM. 190,000 tested, 0.11% active. AID 764;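 active = GTP binding at least 20 percentage points away from the 100% baseline, in either direction, so actives lie on both sides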
Pf gametocyte: kills late stage P. falciparum gametocytes. inhibition, % at 10.9 µM. 150,000 tested, 0.065% active. P. falciparum stage V gametocytes, ATP luminescence, 24 h. AID 743093;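 active = inhibition above the mean plus 3 SD of compounds within the control limits, set per campaign, cut at about 38% in these data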;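 also: 0% = DMSO wells and 100% = medium only without gametocytes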
Starred values were filed as active, the others as inactive; nt = not tested or not shown.

SMILES,Mcl-1 Bim block,Rab2 wt GTP,Rac1 mut GTP,HRas wt GTP bind,Avidin fluor,Mcl1-Bid inh,Rab7 wt GTP bind,Rac1 wt modul,Cdc42 wt GTP,Mcl1 Noxa PPI,Pf gametocyte
Cc1cc(C)n(C(=O)CNC(=O)c2ccc3c(c2)OCCO3)n1,-4.0,32.0*,33.0*,38.0*,12,-13.5,20.0*,29.0*,34.0*,7.8,nt
CC(C)N(C)C1CCN(C(=O)Nc2ccc(Cl)cc2)CC1,-7.0,101.0,97.0,101.0,25,-26.4,101.0,103.0,103.0,-11.2,nt
CC1=C(C(=O)Nc2ccccc2C)C2(CCCC2)C(C(N)=O)C(=O)N1 (configuration not stated),-4.0,100.0,100.0,99.0,25,-7.3,99.0,108.0,101.0,-4.4,20.5
Cc1ccc(OCC(=O)N2CC(C)OC(C)C2)c([N+](=O)[O-])n1 (configuration not stated),2.0,102.0,99.0,102.0,9,6.9,107.0,101.0,107.0,9.1,-1.8
O=C(Nc1ccc(-c2cn3ccsc3n2)cc1)C1COc2ccccc2O1 (configuration not stated),2.0,95.0,94.0,96.0,22,-15.5,98.0,103.0,100.0,14.9,-14.4
COc1cccc(OCc2nc3ccccc3[nH]2)c1,-3.0,106.0,100.0,102.0,6,-2.5,100.0,104.0,100.0,-0.4,nt
CCC(=O)Nc1nnc(-c2ccc(Cl)s2)o1,0.0,98.0,93.0,96.0,24,-16.9,104.0,89.0,92.0,-22.9,-17.8
CC1=C(C#N)C(NC(=O)C(C)(C)C)(C(F)(F)F)C(=O)N1 (configuration not stated),-9.0,106.0,100.0,105.0,30,-9.0,108.0,108.0,104.0,-13.5,4.7
S=C(Nc1ccccc1)Nc1cccc(Cl)c1Cl,-2.0,94.0,95.0,97.0,4,-60.1,99.0,96.0,95.0,7.8,-5.7
CCOC(=O)C1CCN(CC(=O)Nc2c(C(=O)OC)n(C)c3cccc(C)c23)CC1,1.0,102.0,99.0,101.0,8,7.1,102.0,102.0,99.0,-19.1,25.2
Cc1ccc(C(=O)N2CCCC2)cc1S(=O)(=O)Nc1ccccc1,0.0,97.0,99.0,99.0,8,-42.9,102.0,104.0,99.0,-22.1,16.9
COCCCNC(=O)CCC(=O)NNc1nc2ccccc2c2nc(C)nn12,1.0,96.0,93.0,97.0,10,-39.9,106.0,99.0,94.0,1.5,-6.3
CCC(=O)NC(=S)NNC(=O)c1ccc(O)cc1,-3.0,98.0,97.0,96.0,27,-51.3,93.0,99.0,97.0,16.7,-6.3
S=c1[nH]nc(CSCc2ccccc2Cl)n1-c1ccccc1,-2.0,102.0,100.0,102.0,10,-48.2,98.0,100.0,103.0,16.6,18.4
Cc1cc2ccccn2c1C(=O)c1ccc(Cl)c([N+](=O)[O-])c1,2.0,97.0,94.0,97.0,15,-12.3,106.0,99.0,95.0,8.7,nt
CCCc1cc(=O)[nH]c(SCC(=O)c2cc(C)n(C(C)COC)c2C)n1 (configuration not stated),0.0,99.0,95.0,99.0,20,-111.4,93.0,99.0,98.0,10.9,nt
COc1ccc(Nc2ccc(N3C(=O)CCC3=O)cc2[N+](=O)[O-])cn1,-1.0,95.0,94.0,95.0,27,-19.4,95.0,97.0,96.0,1.7,-6.6
CCn1cc(CNC(=O)/C=C/c2cnn(C)c2)c(C)n1,-1.0,100.0,98.0,101.0,3,-13.5,105.0,104.0,101.0,-3.0,nt
CN1CCN(c2ncnc3c2cnn3-c2ccc(Cl)cc2)CC1,6.0,102.0,98.0,104.0,7,-10.8,104.0,100.0,104.0,25.6,nt
COc1ccc(N(CC(=O)NCc2ccc3c(c2)OCO3)S(C)(=O)=O)cc1OC,-4.0,103.0,101.0,103.0,12,-19.6,101.0,104.0,105.0,-17.9,25.0
O=C(CSc1nnnn1C1CCCC1)Nc1ccccc1N1CCOCC1,0.0,102.0,96.0,101.0,10,-9.7,98.0,105.0,101.0,12.6,11.8
N#Cc1ccc(Oc2cccnc2)cc1C#N,-1.0,92.0,92.0,94.0,9,0.4,93.0,90.0,92.0,nt,nt
COC(C(=O)Nc1ccc(F)cc1F)c1ccccc1 (configuration not stated),0.0,99.0,98.0,101.0,8,0.7,100.0,105.0,97.0,13.2,nt
O=C(c1cccc(C(F)(F)F)c1)N1CCC(O)(CS(=O)(=O)Cc2ccccc2Cl)CC1,-6.0,99.0,97.0,98.0,19,9.6,100.0,94.0,96.0,20.3,-8.9
COC(=O)c1ccc(C(=O)OC)c(NC(=O)COC(=O)C2CC2C)c1 (configuration not stated),0.0,99.0,98.0,98.0,8,8.4,96.0,96.0,97.0,-7.7,-15.6
O=C(COc1ccc(-n2cnnn2)cc1)NC1CCCCC1,-1.0,101.0,97.0,100.0,26,-6.4,101.0,102.0,100.0,8.2,-2.5
CC(C)C(=O)Nc1ccccc1N1CCN(S(C)(=O)=O)CC1,2.0,99.0,97.0,99.0,17,-11.8,96.0,93.0,98.0,-10.4,-12.6
CSc1ccccc1NC(=O)CN(C)CC(=O)Nc1ccccc1F,-4.0,101.0,103.0,101.0,2,10.0,98.0,103.0,104.0,35.5,11.0
CSc1nnc(C)c(/C=C/NOCc2ccc(Cl)cc2)n1,0.0,94.0,97.0,94.0,16,-36.5,95.0,96.0,96.0,4.5,5.7
Cc1cc[n+](CC(=O)Nc2nc3ccccc3s2)cc1,-1.0,95.0,94.0,96.0,12,6.3,94.0,92.0,98.0,13.3,16.2
Cc1c(N2C(=O)C(=O)/C(=C(/O)c3ccccc3)C2c2ccc(F)cc2)c(=O)n(-c2ccccc2)n1C (configuration not stated),-3.0,98.0,100.0,100.0,27,-7.5,99.0,105.0,101.0,8.9,-0.3
CCNS(=O)(=O)c1c(C)cc(C)c(N(C)S(=O)(=O)c2ccccc2)c1C,0.0,96.0,96.0,98.0,10,6.6,94.0,98.0,99.0,8.6,nt
Cn1cc([N+](=O)[O-])c(C(=O)Nc2ccn(C34CC5CC(CC(C5)C3)C4)n2)n1,-2.0,99.0,100.0,102.0,2,-9.8,103.0,101.0,96.0,13.6,-10.5
Cc1ccnc(NC(=O)c2c(-c3ccccc3Cl)noc2C)c1,-1.0,98.0,102.0,100.0,5,-2.1,98.0,103.0,102.0,3.9,-2.8
COc1ccc(OCc2cccc(C(=O)O)c2)cc1,-2.0,99.0,97.0,102.0,24,-0.6,99.0,102.0,101.0,0.2,nt
Cc1sc2ccccc2[n+]1CCC(C)S(=O)(=O)[O-] (configuration not stated),0.0,99.0,99.0,101.0,7,-20.7,99.0,100.0,102.0,1.9,nt
O=C(Cn1c(=O)oc2ccccc21)Nc1ccc(S(=O)(=O)N2CCCCC2)cc1,-1.0,102.0,99.0,101.0,18,6.6,100.0,103.0,101.0,-4.1,nt
O=C(C(Cc1ccccc1)N1C(=O)C2C3C=CC(C3)C2C1=O)N1CCCCCC1 (configuration not stated),4.0,96.0,93.0,98.0,15,-5.7,95.0,94.0,98.0,11.6,nt
O=C(COc1ccc2c(C(F)(F)F)cc(=O)oc2c1)Nc1ccc2c(c1)OCCO2,4.0,98.0,97.0,101.0,7,12.3,100.0,105.0,99.0,15.9,7.5
O=[N+]([O-])c1cccc(OCc2cn3cccnc3n2)c1,0.0,97.0,93.0,93.0,4,3.5,98.0,91.0,94.0,8.4,nt
CCOC(=O)C1(CCc2ccccc2)CCN(C(=O)C2=C(C)OCCO2)CC1,1.0,96.0,96.0,95.0,9,-26.2,97.0,98.0,96.0,8.5,-1.6
Cc1occc1C(=O)N1CCN(c2ccc(Cl)c(Cl)c2)CC1,-2.0,99.0,99.0,103.0,9,-10.4,101.0,106.0,103.0,-14.5,11.3
O=C(CSc1nnc(-c2ccccc2Cl)n1Cc1ccco1)Nc1ccc2c(c1)OCCO2,0.0,97.0,95.0,99.0,16,-5.5,95.0,97.0,99.0,-3.1,-2.5
CC1(C)C(=O)Nc2ccccc2N1C(=O)CSc1nnc2c(Cl)cc(Cl)cn12,-7.0,103.0,103.0,103.0,2,-23.6,100.0,107.0,104.0,10.1,5.7
CC(C)Cc1cc(C(=O)N2CCC(N3CCC(C(=O)N4CCCC4)CC3)CC2)n[nH]1,-3.0,99.0,96.0,97.0,8,19.9,99.0,101.0,101.0,-182.0,-11.9
Cc1ccc(C)c2[nH]c(=O)c(C(c3nnnn3C(C)(C)C)N3CC=C(c4ccc(F)cc4)CC3)cc12 (configuration not stated),0.0,101.0,99.0,100.0,11,-27.6,100.0,103.0,98.0,-0.2,6.3
CCOCCCNC(=O)/C(C#N)=C/c1ccc(Cl)c([N+](=O)[O-])c1,1.0,97.0,95.0,96.0,12,6.3,103.0,98.0,96.0,13.1,9.7
Nc1nc(N)nc(-c2ccccc2)n1,-2.0,101.0,99.0,101.0,7,8.9,100.0,105.0,103.0,-1.8,nt
CCOc1ccc(C2Nc3ccc4ccccc4c3-c3c2c(=O)oc2ccccc32)cc1 (configuration not stated),0.0,107.0,99.0,103.0,13,-36.4,99.0,102.0,104.0,-14.6,nt
COc1ccc(N2CCN(C(=O)C(C)(C)Oc3ccc(Cl)cc3)CC2)cc1,-6.0,103.0,100.0,101.0,13,-18.3,98.0,103.0,101.0,12.0,nt
CC(C)CC(=O)Nc1ccccc1N1CCN(c2ccccc2)CC1,-5.0,97.0,98.0,100.0,12,-34.6,99.0,101.0,97.0,-2.4,-7.4
CN1CCC(NC(=O)Nc2cccc(C(F)(F)F)c2)CC1,-3.0,98.0,93.0,96.0,8,-33.3,101.0,93.0,92.0,0.5,-20.9
Cc1ccc(NC(=O)CC(C(=O)O)c2ccccc2)cc1 (configuration not stated),0.0,98.0,101.0,101.0,7,-19.3,99.0,106.0,102.0,-10.5,23.7

In the list so far, 3 contain a cyano group.
SMILES,Mcl-1 Bim block,Rab2 wt GTP,Rac1 mut GTP,HRas wt GTP bind,Avidin fluor,Mcl1-Bid inh,Rab7 wt GTP bind,Rac1 wt modul,Cdc42 wt GTP,Mcl1 Noxa PPI,Pf gametocyte
CC1=C(C#N)C(NC(=O)C(C)(C)C)(C(F)(F)F)C(=O)N1 (configuration not stated),-9.0,106.0,100.0,105.0,30,-9.0,108.0,108.0,104.0,-13.5,4.7
N#Cc1ccc(Oc2cccnc2)cc1C#N,-1.0,92.0,92.0,94.0,9,0.4,93.0,90.0,92.0,nt,nt
CCOCCCNC(=O)/C(C#N)=C/c1ccc(Cl)c([N+](=O)[O-])c1,1.0,97.0,95.0,96.0,12,6.3,103.0,98.0,96.0,13.1,9.7

Random draw from the library. Share with any hit: about 2.7%.
